SENP8 block-1 = inhibitors of human SENP8 protease; Q96LD8; AID 2540; 1.2% of 330,000 active; inhibition, % at 10 µM; purified SENP8, Z-RLRGG-aminoluciferin cleavage, luminescence; in the data active means inhibition above about 50%
SENP7 block = SENP7 protease inhibition; AID 434973; recombinant SENP7, Z-RLRGG-aminoluciferin luminescence, 40 min; Q9BQF6; 1.5% of 330,000 active; inhibition, % at 5 µM;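 active means inhibition above about 50% at the single test dose, limit read from the data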;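 further: plate controls were DMSO with enzyme for no effect and no enzyme buffer wells for full effect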
Target sequence (Q9BQF6 706-1050 limits assumed): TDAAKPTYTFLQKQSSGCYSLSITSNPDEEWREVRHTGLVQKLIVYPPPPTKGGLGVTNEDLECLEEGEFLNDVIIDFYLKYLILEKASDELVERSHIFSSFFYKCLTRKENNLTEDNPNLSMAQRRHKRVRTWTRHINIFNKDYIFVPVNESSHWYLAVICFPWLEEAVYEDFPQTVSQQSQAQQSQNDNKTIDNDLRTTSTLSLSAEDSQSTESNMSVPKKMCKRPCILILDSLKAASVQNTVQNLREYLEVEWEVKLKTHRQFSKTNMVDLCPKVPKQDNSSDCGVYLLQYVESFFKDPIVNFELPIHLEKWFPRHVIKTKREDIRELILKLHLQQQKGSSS
PfG6PD inh = PfG6PD (Plasmodium falciparum) enzyme inhibition; inhibition, % at 20 µM; PfGluPho enzyme, NADPH resazurin-diaphorase fluorescence; 0.78% of 350,000 active;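 active means inhibition reaching at least a set limit at 20 µM in the primary screen, cut at about 59% in these data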;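 further: 0% = DMSO wells with substrate and 100% = DMSO wells lacking glucose-6-phosphate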
SENP1 FRET inh = inhibitors of human SENP1 SUMO protease catalytic domain; inhibition, % at 10 µM; Q9P0U3; recombinant SENP1 catalytic domain, CyPet-SUMO1-YPet FRET cleavage; AID 624204; 0.21% of 360,000 active;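 active means inhibition at least 30% at 10 µM, raw YFP signal under a set limit, fluorescence ratio 0.5 to 1.5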;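 further: 0% = enzyme with DMSO and 100% = no enzyme wells; some results filed as inactive read as strong as hits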
Target sequence (Q9P0U3 419-644 limits assumed): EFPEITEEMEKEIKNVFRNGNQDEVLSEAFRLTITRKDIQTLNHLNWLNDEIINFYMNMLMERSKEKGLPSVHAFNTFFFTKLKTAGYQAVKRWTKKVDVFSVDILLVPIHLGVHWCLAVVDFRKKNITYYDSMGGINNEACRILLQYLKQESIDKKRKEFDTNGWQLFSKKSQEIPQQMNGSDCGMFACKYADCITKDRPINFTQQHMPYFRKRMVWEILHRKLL
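Test system: hSENP1 catalytic domain, recombinant; Amount: 20 pM final SENP1 enzyme; Medium: Tris pH 8 buffer plus EDTA, NaCl, BME, BSA, NP40, catalase; Schedule: 50 min enzyme reaction, room temperature, light-protected; Technique: FRET fluorescence in CFP and YFP emission channels; Controls: no-enzyme wells low, DMSO-plus-enzyme wells high control.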
Apaf-1 inh = human Apaf-1 inhibition | 0.71% of 330,000 active | reconstituted apoptosome caspase-3 activity, DEVD-Rh110 fluorescence | O14727 | inhibition, % at 20 µM; active means inhibition of at least 40% at 20 µM;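 further: plate controls were DMSO wells for no effect and DEVD-CHO caspase inhibitor wells for full effect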
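Assay system: Apoptosome proteins | Medium: pH 7.5 Hepes buffer with CHAPS, BSA, DTT | Also added: Cytochrome c and DEVD-Rh110 substrate | Times: 30 min plus 50 min, RT | Detection: Rhodamine 110 fluorescence at Ex 480/Em 540 nm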
SENP8 block-2 = inhibitors of human SENP8 protease; Q96LD8; recombinant SENP8, Nedd8 substrate fluorescence; inhibition, % at 20 µM; 0.64% of 360,000 active; AID 602440; in the data active means inhibition mostly above about 40%, no sharp cut-off; inactive means mostly below about 27%
HKDC1 inhibitor = inhibitors of human hexokinase HKDC1. Q2TB90. recombinant HKDC1, G6PDH/diaphorase resazurin coupled fluorescence. inhibition, % at 20 µM. 0.16% of 340,000 active;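 active means inhibition above about 35% when tested at 20 µM, limit read from the data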;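 further: plate controls were DMSO wells with enzyme for no effect and DMSO wells lacking enzyme for full effect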
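Incubation: 90 min at room temperature in dark / Material: recombinant HKDC1 (HK5) hexokinase enzyme, produced in-house / Quantity: enzyme 5 µg/mL final / Compound: one dose of 20 µM, 1% DMSO / Reagent: glucose and ATP substrates / Buffer or medium: Tris pH 8.0 buffer with MgCl2, Tween-20, BSA, BME / Technique: resorufin fluorescence at 613 nm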
SENP6 block = SENP6 protease inhibition | Recombinant SENP6 catalytic domain, aminoluciferin luminescence | inhibition, % at 10 µM | 1.8% of 330,000 active | AID 2599;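 active means inhibition above about 50% at the single tested dose, limit read from the data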;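 further: plate controls were DMSO wells with enzyme for no effect and DMSO wells lacking enzyme for full effect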
Target sequence (Q9GZR1 628-1112 limits assumed): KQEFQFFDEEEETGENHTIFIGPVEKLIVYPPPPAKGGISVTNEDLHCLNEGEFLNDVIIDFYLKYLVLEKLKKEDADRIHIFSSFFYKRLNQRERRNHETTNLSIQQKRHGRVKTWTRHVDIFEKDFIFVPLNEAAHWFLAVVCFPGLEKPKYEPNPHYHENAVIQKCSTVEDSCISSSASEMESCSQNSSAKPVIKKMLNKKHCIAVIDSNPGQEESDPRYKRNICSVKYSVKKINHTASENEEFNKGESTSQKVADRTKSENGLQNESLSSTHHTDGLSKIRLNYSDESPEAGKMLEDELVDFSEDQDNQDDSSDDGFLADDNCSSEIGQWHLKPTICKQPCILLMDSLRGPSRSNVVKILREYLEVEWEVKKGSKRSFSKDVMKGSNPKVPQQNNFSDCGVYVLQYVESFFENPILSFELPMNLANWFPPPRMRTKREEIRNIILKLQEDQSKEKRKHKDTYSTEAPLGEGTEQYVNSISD
* = called active by the depositor; · = not tested or not shown.

SMILES | SENP8 block-1 | SENP7 block | PfG6PD inh | SENP1 FRET inh | Apaf-1 inh | SENP8 block-2 | HKDC1 inhibitor | SENP6 block
Cc1ccc(C(=O)NCC(=O)NCC(=O)OCC(=O)c2cccs2)cc1 | -3 | 5 | -16 | 0 | 5 | 27 | -12 | -10
CCOc1ccc(C2=NNC(c3cccs3)=Nc3ccc(OCC)cc32)cc1 | -7 | 2 | · | · | 7 | · | · | -18
O=C1CN(C(=O)CN2C(=O)NC(c3ccccc3)(c3ccccc3)C2=O)c2ccccc2N1 | -1 | 2 | 2 | -12 | -1 | -3 | 3 | 5
COc1ccc(N2CCN(C(=O)CSc3nnc(-c4cccnc4)n3-c3ccccc3)CC2)cc1 | 3 | -1 | 19 | -2 | 0 | 23 | -1 | -5
Cc1cc(NS(=O)(=O)c2c(C)[nH]c(=O)[nH]c2=O)ccc1Br | 9 | 3 | -3 | -1 | 4 | 18 | -2 | 6
CCc1nnc(NC(=O)CSc2nnc(-c3c[nH]c4ccccc34)n2CCOC)s1 | 5 | -3 | -8 | 0 | -19 | 12 | 8 | 6
NNC(=O)c1ccc2c(c1)S(=O)(=O)NNC2=O | -2 | 0 | 24 | 1 | -4 | 11 | -12 | 3
S=C(Nc1ccc2nc(-c3ccccn3)c(-c3ccccn3)nc2c1)N1CCOCC1 | -10 | 6 | 26 | -24 | -2 | -387 | 10 | 8
Cc1nnc2ccc(-c3ccc(NC(=O)Cc4cccs4)cc3)nn12 | -4 | 3 | 4 | -15 | 8 | -412 | 7 | 3
O=[N+]([O-])c1ccc2cc[nH]c2c1 | · | · | 33 | 1 | · | 22 | 10 | ·
Cc1ccc(S(=O)(=O)NCCCCC(NC(=O)OC(C)(C)C)C(=O)O)cc1 (stereo not drawn) (tested in a mixture with another compound) | 2 | -3 | -15 | 1 | -11 | 24 | -5 | -9
CCOC(=O)N1CCN(Cc2nc3c(c(=O)n(C)c(=O)n3C)n2CCCc2ccccc2)CC1 | -16 | -3 | -8 | -1 | 6 | 6 | -6 | 11
Nc1cnn(Cc2ccc(F)cc2)c1 | -10 | -5 | 13 | 1 | 11 | 17 | 12 | -18
O=C1OC(c2ccccc2)=C/C1=C/c1cccs1 | 38 | 57* | -6 | -21 | 1 | 11 | 0 | 59*
CCC(=O)Nc1ccc2c(c1)nc1n2CCN(C2CCCCC2)C1 | 3 | 1 | 12 | -33 | -5 | -451 | 4 | -18
O=C(CN1C(=O)c2ccccc2C1=O)Nc1ccc2c(c1)OCO2 | 1 | -2 | 6 | 2 | -17 | 5 | 5 | -10
CCN(CC)S(=O)(=O)c1ccc(C(=O)N2CCN(CCN3C(=O)c4cccc5cccc(c45)C3=O)CC2)cc1 | -2 | 3 | · | · | 1 | · | · | -5
CC(NCC(O)COCc1ccc(Cl)cc1)c1ccccc1 (stereo not drawn) | 3 | 3 | 8 | 3 | -2 | 9 | -5 | -17
COc1cc(-c2nnc(SCC(=O)OC3CCCCC3)o2)cc(OC)c1OC | -12 | -3 | -5 | 0 | 14 | 2 | 3 | 5
O=C(C[C@@H]1C/C=C\CC[C@H](Cc2ccc(F)cc2)C(=O)OC[C@@H]2CCCN2C1=O)N[C@H](CO)Cc1ccccc1 | -3 | 10 | 27 | 3 | 19 | -2 | 1 | 17
CC1CCN(C(=O)CNS(=O)(=O)c2ccc(Br)s2)CC1 | 6 | 2 | -15 | 3 | 4 | 26 | -8 | -18
Cc1ccc(-c2nnc(NCc3nc4ccccc4[nH]3)c3ccccc23)cc1S(=O)(=O)N1CCCCC1 | -2 | 4 | 3 | -10 | 15 | -41 | -5 | -5
COc1ccc(Cn2cc(F)c(=O)n(C)c2=O)cc1[N+](=O)[O-] | 3 | 4 | 12 | 0 | -19 | 5 | -3 | -27
CCn1cc(C2=NOC(C(=O)Nc3ccc4c(c3)OCO4)C2)c(C)n1 (stereo not drawn) | -8 | -4 | 4 | -4 | -10 | 25 | -3 | 6
C=CCC1CCCC(=O)N2CC[C@H](O)C12 (stereo partly drawn) | -1 | 0 | -16 | 0 | 13 | 13 | 4 | 7
CCOC(CNC(=O)C(=O)Nc1cc2c3c(c1)CCC(=O)N3CCC2)OCC | -6 | 9 | 4 | 0 | 11 | 5 | -7 | -15
C/C(=C\c1ccccc1)CN1CCN(c2cccc(Cl)c2)CC1 | 2 | -3 | 4 | 2 | 6 | 3 | -3 | 1
CC(C)(C)Nc1c(N)c(=O)oc2ccccc12 | -4 | 2 | -6 | 2 | 11 | -8 | 45* | 0
O=[N+]([O-])c1ccc(Nc2ccc(F)cc2)cc1 | 4 | 5 | 14 | -1 | 5 | 24 | -1 | -31
CC(=O)N(NC(=O)c1ccc(C)cc1)C1CC(=O)N(c2ccccc2Cl)C1=O (stereo not drawn) | -4 | 1 | -8 | 1 | 3 | 11 | -10 | -17
CS(=O)(=O)N(CC(=O)NC1CCCCC1)Cc1ccc(F)cc1 | -3 | 2 | 1 | -1 | 0 | 16 | -11 | -8
O=C(C(Cc1ccccc1)n1cccc1)N1CCN(c2ncccn2)CC1 (stereo not drawn) | -11 | 13 | -10 | 0 | 5 | -31 | -2 | -21
O=C(Nc1ccccc1N1CCOCC1)C1CCN(S(=O)(=O)c2ccc(F)cc2)CC1 | -6 | -3 | -24 | -1 | 12 | 18 | -2 | -11
CCOc1ccc2nc(SCC(=O)NCc3ccc(OC)cc3)[nH]c2c1 | -13 | -12 | -7 | 0 | 14 | 19 | -6 | -20
C=CCOc1ccc(/C=C/C(=O)OCC(=O)Nc2c(C)n(C)n(-c3ccccc3)c2=O)cc1 | -2 | -8 | 0 | -3 | 0 | -12 | -3 | 1
COC(=O)Nc1nc2ccc(-c3n[nH]c(=O)c4ccccc34)cc2[nH]1 | 9 | 4 | -6 | -1 | 3 | -37 | 13 | 6
O=C(COC(=O)CCCNC(=O)c1ccc(Cl)cc1)NC1CC1 | 0 | -1 | 8 | 1 | 0 | 17 | 1 | 2
O=C(NCc1cccnc1)C1CC(c2ccc(Cl)c(Cl)c2)=NO1 (stereo not drawn) | -10 | 15 | 19 | -1 | 6 | 9 | -5 | 1
COc1ccccc1-c1cc(C(=O)NCc2ccc(Cl)cc2)no1 | 1 | 9 | -1 | -1 | 18 | -13 | 16 | -8
Cc1cccc(Nc2nnc(SCC(=O)NCc3cccs3)s2)c1 | -14 | -10 | 3 | 4 | 13 | 23 | 2 | -18
CC(=O)C1=C(O)C(=O)OC1c1ccc(Cl)cc1 (stereo not drawn) | -2 | 4 | -9 | 2 | -17 | 26 | -5 | 4
O=C(CSc1cccc2cccnc12)N/N=C/c1ccncc1 | -1 | 3 | 25 | 0 | -10 | -251 | 1 | 1
CC(Sc1nnc2c(n1)C1(C)CCC2C1(C)C)C(=O)Nc1ccccc1 (stereo not drawn) | -3 | 0 | -7 | 2 | -6 | 3 | 3 | -13
O=C(Oc1ccccc1C(=O)N1CCOCC1)c1ccc(Br)cc1 | 7 | 1 | 9 | 6 | 4 | 10 | -10 | 4
Cc1ccc(N=Nc2c(=O)[nH]n3c(C)cc(C)nc23)cc1 | -10 | -10 | -7 | 5 | 14 | 49* | -3 | -15
COc1ccc(Cl)cc1NC(=O)CN(C)CC(=O)Nc1ccccc1N1CCOCC1 | 5 | -1 | 8 | 4 | -7 | 18 | 2 | 13
CCCCCCCC(=O)NC(Nc1ccccc1OC)C(Cl)(Cl)Cl (stereo not drawn) | -2 | -5 | -3 | 3 | 7 | 5 | 1 | -15
Cc1ccc(C)c(C(=O)COC(=O)CN2C(=O)C3C4CCC(C4)C3C2=O)c1 (stereo not drawn) | 4 | 9 | -5 | 1 | 5 | 23 | 0 | -3
Cc1[nH]c(=O)[nH]c(=O)c1S(=O)(=O)N1CCCc2ccccc21 | 3 | 1 | -1 | 2 | 6 | 1 | 1 | 5
Cc1ccc(CNC(=O)CCS(=O)(=O)c2ccc3c(c2)oc(=O)n3C)cc1 | -6 | 5 | -10 | 1 | -2 | 16 | 0 | 14
COc1ccccc1NC(=O)NCc1ccco1 | 2 | 7 | 4 | 2 | -4 | 13 | 5 | 1
Cc1ccc(CN2C(=O)CCC2C(=O)NC2CC2)cc1 (stereo not drawn) | -5 | -4 | -4 | 0 | 13 | 22 | 3 | -52
CC(=O)Nc1ccc(NC(C)=O)s1 | -6 | 9 | 1 | 3 | -4 | 7 | 1 | -11
COc1ccc(C(=O)N2CCN(c3ccccc3)CC2)cc1S(=O)(=O)NC1CC1 | -11 | 1 | 13 | 2 | -5 | 10 | -1 | 12
COc1cc(C(=O)OCC(=O)Nc2cc(C)on2)c([N+](=O)[O-])cc1OC | 6 | 1 | 5 | 1 | -3 | 17 | -6 | -8
NC(N)=NC(N)=Nc1ccc2ccccc2c1 | -8 | -1 | 18 | 0 | -2 | -17 | -7 | -11
CCOC(=O)C1=C(C)N=C2SCCC(=O)N2C1c1ccc(C(=O)OC)cc1 (stereo not drawn) | -2 | -7 | 24 | 1 | 7 | 12 | -6 | -6
COc1ccc(NC(=O)c2cc3ccccc3[nH]2)cc1 | -14 | -9 | -1 | 2 | 5 | 4 | -7 | -26
O=C(COC(=O)/C=C/c1cccc(Cl)c1)Nc1ccc2[nH]c(=O)[nH]c2c1 | -2 | 0 | 4 | 2 | -7 | 18 | -2 | 1
C=CCN1C(=O)/C(=C2/Sc3ccc(OC)cc3N2C)SC1=Nc1cccc(O)c1 | -2 | -3 | 12 | -23 | -12 | -21 | -8 | 7

Copied from the listing, 4 compounds:
SMILES | SENP8 block-1 | SENP7 block | PfG6PD inh | SENP1 FRET inh | Apaf-1 inh | SENP8 block-2 | HKDC1 inhibitor | SENP6 block
Cc1[nH]c(=O)[nH]c(=O)c1S(=O)(=O)N1CCCc2ccccc21 | 3 | 1 | -1 | 2 | 6 | 1 | 1 | 5
Cc1ccc(CNC(=O)CCS(=O)(=O)c2ccc3c(c2)oc(=O)n3C)cc1 | -6 | 5 | -10 | 1 | -2 | 16 | 0 | 14
COc1ccccc1NC(=O)NCc1ccco1 | 2 | 7 | 4 | 2 | -4 | 13 | 5 | 1
Cc1ccc(CN2C(=O)CCC2C(=O)NC2CC2)cc1 (stereo not drawn) | -5 | -4 | -4 | 0 | 13 | 22 | 3 | -52

The listing continues:
SMILES | SENP8 block-1 | SENP7 block | PfG6PD inh | SENP1 FRET inh | Apaf-1 inh | SENP8 block-2 | HKDC1 inhibitor | SENP6 block
CCOC(=O)c1c(CCl)nc2ccccc2c1-c1ccccc1 | -6 | 2 | -23 | 0 | -10 | -38 | 8 | -18
Cc1cc(C)nc(SCCCn2c(=O)[nH]c3ccccc32)n1 | 5 | 3 | 2 | 2 | -4 | 14 | 1 | 5
Cc1ccc2nc(=O)c(NNc3ccccc3)cnc2c1 | -12 | -2 | 16 | -19 | -8 | 10 | -6 | 11
O=C(NC1CCN(c2ncccn2)CC1)c1ccccc1F | -7 | -5 | -4 | 0 | -2 | -18 | -3 | -1
Clc1ccc(Nc2ncn[nH]2)c(Cl)c1 | -2 | 0 | 20 | 2 | -8 | 6 | -4 | -5
COC(=O)c1ccc(Oc2cc(C)nc(-n3nc(C)cc3C)n2)cc1 | · | · | 2 | 0 | · | 14 | -14 | ·

Rows were taken by chance. About 3.6% of those tested had a hit in this group.
